From PubChem
TbPYK inhibitor: T. brucei pyruvate kinase inhibition; Potency, µM (doses to about 76.8 µM), for the others: top-dose activity, negative = inhibition, hits mostly inhibitors; 0.12% of 410,000 active; Q57TT1; TbPYK enzyme, Kinase-Glo Plus ATP luminescence, 45 min; further: potency means the concentration at half of the fitted maximal effect; nearly all actives have a fitted effect of over 50% in size
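TbPYK + substrate in 50 mM TEA pH 7.2, 100 mM KCl, 10 mM MgCl2, 0.05% BSA, 0.01% Tween-20; cpd pinned; ADP 130 uM final; 45 min RT; Kinase-Glo Plus 10 min; luminescence endpoint.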
LmPK inh: blocks Leishmania mexicana pyruvate kinase activity; Q27686; purified LmPK, Kinase-Glo ATP luminescence, 1 h; Potency, µM (doses to about 57.5 µM), for inactives: at the highest dose activity change, negative = inhibition, usual class: inhibitors; 0.37% of 290,000 active; AID 1721; further: potency means the concentration at half of the fitted maximal effect
Target sequence (Q27686 whole entry, looked up): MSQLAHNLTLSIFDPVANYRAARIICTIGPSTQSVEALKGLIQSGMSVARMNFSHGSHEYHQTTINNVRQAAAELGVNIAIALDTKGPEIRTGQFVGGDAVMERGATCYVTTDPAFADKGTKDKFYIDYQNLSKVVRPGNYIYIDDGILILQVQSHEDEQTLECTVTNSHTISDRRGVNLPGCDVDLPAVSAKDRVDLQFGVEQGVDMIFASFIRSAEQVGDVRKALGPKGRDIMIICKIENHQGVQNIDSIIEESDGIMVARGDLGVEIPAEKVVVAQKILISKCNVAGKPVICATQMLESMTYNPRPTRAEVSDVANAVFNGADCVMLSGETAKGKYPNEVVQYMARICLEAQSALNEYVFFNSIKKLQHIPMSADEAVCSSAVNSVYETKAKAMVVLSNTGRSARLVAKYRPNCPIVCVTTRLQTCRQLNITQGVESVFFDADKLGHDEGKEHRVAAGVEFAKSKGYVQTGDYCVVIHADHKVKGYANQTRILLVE
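ATP generated from ADP (0.1 mM) and PEP (0.5 mM) by 0.1 nM LmPK over 1 h at room temperature (pH 7.2 imidazole buffer) was detected by coupled luciferase luminescence. Values were normalized to uninhibited and no-enzyme wells.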
AmpC no deterg: AmpC beta-lactamase inhibition without detergent; AmpC nitrocefin hydrolysis, absorbance 480 nm, 0.0001% Triton; 0.52% of 330,000 active; Potency, µM (highest dose often 57.1 µM), without a hit: at the highest dose activity change, negative = inhibition, hits mostly inhibitors; P00811; AID 485341;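 further: potency means the concentration at half of the fitted maximal effect; plate controls were no compound for no effect and no enzyme for full effect; nearly all actives have a fitted effect of over 20% in size; some results filed as inactive show a strong effect at the top dose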
Target sequence (P00811 whole entry, looked up): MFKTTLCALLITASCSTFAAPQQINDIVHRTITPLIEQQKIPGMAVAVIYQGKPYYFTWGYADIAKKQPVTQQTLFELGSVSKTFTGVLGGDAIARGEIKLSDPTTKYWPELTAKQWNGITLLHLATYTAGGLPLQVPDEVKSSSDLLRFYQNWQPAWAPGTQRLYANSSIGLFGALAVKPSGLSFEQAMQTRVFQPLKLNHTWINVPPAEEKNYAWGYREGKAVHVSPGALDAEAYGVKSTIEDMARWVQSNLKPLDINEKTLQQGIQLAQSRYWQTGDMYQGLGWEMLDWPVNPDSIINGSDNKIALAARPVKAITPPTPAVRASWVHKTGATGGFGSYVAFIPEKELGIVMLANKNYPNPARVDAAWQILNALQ
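20 mM phosphate pH 7.0 + 0.01% (detergent screen) or 0.0001% Triton X-100; 5.3 nM AmpC reagent; cpd preinc 15 min RT; nitrocefin (800 uM stock) to start; A480 q20 s × 4 min; Activity was normalised to no-enzyme and no-compound control wells.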
HCMV antiviral: inhibitors of human cytomegalovirus | HFF cells, HCMV-luciferase reporter, 72 h; active compounds read low | activity change, negative = inhibition, % at 57.5 µM | 4.5% of 410,000 active; in the data active means activity change below about -60%; inconclusive means no clear call, values can overlap the other calls; inactive means above about -39%
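Luciferase read-out from HCMV-luciferase-infected HFFs (MOI 1 PFU/cell) 72 h post infection at 37C; compounds added after 16 h cell attachment; activity normalized between buffer-only basal and Salinomycin (10uM) inhibitor controls.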
AMA1 RON2 block: AMA1-RON2 (P. falciparum) interaction inhibition; AlphaScreen AMA1-biotinylated RON2 peptide binding; Potency, µM (titrated, usually from 58.2 µM), for inactives: at the top dose activity change, negative = inhibition, usual class: inhibitors; 0.2% of 360,000 active;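 further: potency means the concentration at half of the fitted maximal effect; 0% = vehicle wells and -100% = peptide control; nearly all actives have a fitted effect of over 45% in size; some results filed as inactive show a strong effect at the top dose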
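AMA1 (3D7) with his tag at 25 nM final met compounds first, then biotinylated RON2 peptide at 25 nM; detection used donor plus acceptor beads, 10 µg/mL apiece, read by AlphaScreen after 30 min at room temperature.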
AmpC inh detg: blocks E. coli AmpC beta-lactamase in detergent assay; 0.041% of 370,000 active; AmpC hydrolysis of nitrocefin, absorbance 480 nm, 0.01% Triton; P00811; Potency, µM (doses to about 114 µM), for the others: top-dose activity change, negative = inhibition, most hits filed as inhibitors;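 further: potency means the concentration at half of the fitted maximal effect; 0% = no-compound wells and -100% = no-enzyme wells; nearly all actives have a fitted effect of over 25% in size; some results filed as inactive show a strong effect at the top dose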
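20 mM phosphate pH 7.0 + 0.01% (detergent screen) or 0.0001% Triton X-100; 5.3 nM AmpC reagent; cpd preinc 15 min RT; nitrocefin (800 uM stock) to start; A480 q20 s × 4 min; Activity was normalised to no-enzyme and no-compound control wells.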
Sm TGR inh: blocks Schistosoma mansoni thioredoxin glutathione reductase | AID 485364 | Q962Y6 | purified TGR, DTNB reduction, TNB absorbance 405 nm | 3% of 360,000 active | Potency, µM (titrated, usually from 114 µM), for the others: at the highest dose activity change, negative = inhibition, usual class: inhibitors; further: potency means the concentration at half of the fitted maximal effect; nearly all actives have a fitted effect of over 60% in size
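First, TGR (20 nM dispensed) and NADPH were mixed with compound. Second, a 15 min room-temperature incubation followed. Third, further NADPH and then DTNB were added to start the reaction. Finally, TNB absorbance was monitored kinetically.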
* = called active by the depositor; [ ] = another dose, or the depositor's remark. Unless noted, the call rests on the fitted dose curve; in most records, active means well fitted curve in the direction sought with a large enough effect; inconclusive means small, poorly fitted or top-dose-only effect, or another doubt; inactive means no such curve, though single readings can be large; an effect the other way counts as inactive or inconclusive. Unless noted, on the % scale 0 is the no-effect control and ±100 the full control effect.

`O=C(Nc1ccc2c(c1)CCCN2C(=O)c1cccs1)c1cccc(F)c1` gave TbPYK inhibitor -10%, LmPK inh 6%, AmpC no deterg -28%, HCMV antiviral inconclusive, AMA1 RON2 block 52%[activator], AmpC inh detg -10% and Sm TGR inh -2%.
For COc1ccc(CCN2Cc3c(N)cccc3C2=O)cc1OC the results were TbPYK inhibitor -14%, LmPK inh -1%, AmpC no deterg -16%, HCMV antiviral 18, AMA1 RON2 block -9%, AmpC inh detg -16% and Sm TGR inh -3%.
Screening S=c1[nH]nc(-c2ccccn2)n1/N=C/c1cccs1 returned TbPYK inhibitor inconclusive, LmPK inh 0%, AmpC no deterg -10%, HCMV antiviral 33, AMA1 RON2 block -1%, AmpC inh detg -11% and Sm TGR inh -3%.
`Cc1c(C(c2ccc(N(C)C)cc2)c2c(C)n(C)n(-c3ccccc3)c2=O)c(=O)n(-c2ccccc2)n1C` gave TbPYK inhibitor -36%, LmPK inh -19%, AmpC no deterg 36%, HCMV antiviral -17, AMA1 RON2 block 15%, AmpC inh detg -1% and Sm TGR inh 4%.
`Cc1cc(/C=N/NC(=O)C(=O)NCc2ccccn2)c(C)n1-c1ccccc1` gave TbPYK inhibitor 1%, LmPK inh -3%, AmpC no deterg 0%, HCMV antiviral -27, AMA1 RON2 block 61%[activator], AmpC inh detg -2% and Sm TGR inh -1%.
`O=C(COC(=O)c1ccc([N+](=O)[O-])o1)Nc1nc2ccccc2s1` gave TbPYK inhibitor -3%, LmPK inh -1%, AmpC no deterg -34%, HCMV antiviral 11, AMA1 RON2 block -8%, AmpC inh detg -11% and Sm TGR inh 28µM*.
Screening CCOC(=O)C1(Cc2cccc(Cl)c2)CCCN(C(=O)c2cc(C)n(C)n2)C1 (stereo not given) returned TbPYK inhibitor -4%, LmPK inh -3%, AmpC no deterg 143%[activator], HCMV antiviral 27, AMA1 RON2 block -5%, AmpC inh detg 0% and Sm TGR inh -9%.
`Cn1nc(C(=O)OCC(=O)Nc2ccccc2OC(F)F)c2ccccc2c1=O` gave TbPYK inhibitor -4%, AmpC no deterg -17%, HCMV antiviral 29 and AMA1 RON2 block -4%.
COc1ccc(NC(=O)NNS(=O)(=O)c2ccc(OC)c(OC)c2)c(OC)c1 was read as TbPYK inhibitor -3%, LmPK inh -1%, AmpC no deterg -15%, AMA1 RON2 block 11%, AmpC inh detg inconclusive and Sm TGR inh -6%.
Cc1cccc2cc(CN(CCCN(C)C)C(=S)NCCc3ccccc3)c(=O)[nH]c12 was read as TbPYK inhibitor -5%, LmPK inh 1%, AmpC no deterg -2%, HCMV antiviral inconclusive, AMA1 RON2 block 9%, AmpC inh detg 4% and Sm TGR inh 0%.

Random excerpt: 2 records from the list, in no set order.
`Cc1cc(/C=N/NC(=O)C(=O)NCc2ccccn2)c(C)n1-c1ccccc1` gave TbPYK inhibitor 1%, LmPK inh -3%, AmpC no deterg 0%, HCMV antiviral -27, AMA1 RON2 block 61%[activator], AmpC inh detg -2% and Sm TGR inh -1%.
Screening CCOC(=O)C1(Cc2cccc(Cl)c2)CCCN(C(=O)c2cc(C)n(C)n2)C1 (stereo not given) returned TbPYK inhibitor -4%, LmPK inh -3%, AmpC no deterg 143%[activator], HCMV antiviral 27, AMA1 RON2 block -5%, AmpC inh detg 0% and Sm TGR inh -9%.

Continuation.
For Cc1cc(=O)[nH]c(SCC(=O)Nc2nc3ccccc3s2)n1 the results were TbPYK inhibitor -3%, LmPK inh -6%, AmpC no deterg -36%, HCMV antiviral -13, AMA1 RON2 block -1%, AmpC inh detg -10% and Sm TGR inh 2%.
Screening O=C1CSC(c2ccccn2)N1c1ccc(C(F)(F)F)cc1 (stereo not given) returned TbPYK inhibitor -1%, LmPK inh 4%, AmpC no deterg -7%, HCMV antiviral 21, AMA1 RON2 block -5%, AmpC inh detg 0% and Sm TGR inh -5%.
For CCOC(=O)CC1c2cc(OCC)c(OCC)cc2CCN1C(=O)Nc1cccc(Cl)c1 (stereo not given) the results were TbPYK inhibitor 0%, HCMV antiviral -17, AmpC inh detg -13% and Sm TGR inh 9%.
Screening Cc1cc(NS(=O)(=O)c2ccc(NC(=O)CSc3nnc(-c4ccco4)n3N)cc2)nc(C)n1 returned TbPYK inhibitor -3%, LmPK inh -8%, AmpC no deterg -20%, HCMV antiviral 37, AMA1 RON2 block -1%, AmpC inh detg -1% and Sm TGR inh -3%.
For COC(=O)c1sc(NC(=O)c2cc(-c3ccccc3)nc3ccccc23)c(C#N)c1C the results were TbPYK inhibitor inconclusive, LmPK inh 2%, AmpC no deterg -45%, HCMV antiviral -97*, AMA1 RON2 block 1%, AmpC inh detg 56µM* and Sm TGR inh -10%.
Cc1cccc(-n2nc3c(c2NC(=O)CCCl)CSC3)c1 was read as TbPYK inhibitor -7%, LmPK inh -3%, AmpC no deterg -40%, HCMV antiviral -12, AMA1 RON2 block 0%, AmpC inh detg -1% and Sm TGR inh inconclusive.
O=C(c1ccc(S(=O)(=O)Nc2ccccc2)cc1)N1CCOCC1 was read as TbPYK inhibitor -10%, LmPK inh -2%, AmpC no deterg -13%, HCMV antiviral 4, AMA1 RON2 block -6%, AmpC inh detg -13% and Sm TGR inh 15%[11.4 µM].
For NC(=S)N/N=C/c1ccc(-c2ccc(SC(F)F)cc2)o1 the results were TbPYK inhibitor -2%, LmPK inh -11%, AmpC no deterg -53%, HCMV antiviral -12, AMA1 RON2 block 84%[activator], AmpC inh detg -8% and Sm TGR inh -9%.
Cc1ccc2c(c1)C(c1ccccc1)N(C(=O)Cc1ccc(F)cc1)CC(=O)N2 (stereo not given) was read as TbPYK inhibitor inconclusive, HCMV antiviral -11, AmpC inh detg 4% and Sm TGR inh 1%.
`CCN(CC)C(=O)CC(c1cc(OC)c(OC)c(OC)c1)c1c(OC)cc(OC)c2ccc(=O)oc12` (stereo not given) gave TbPYK inhibitor 1%, LmPK inh 4%, AmpC no deterg 149%[activator], HCMV antiviral 80, AMA1 RON2 block 9%, AmpC inh detg 0% and Sm TGR inh -22%.
Cn1c(=O)oc2cc(S(=O)(=O)Nc3ccccc3F)ccc21 was read as TbPYK inhibitor -5%, LmPK inh 4%, AmpC no deterg -9%, HCMV antiviral -25, AMA1 RON2 block -4%, AmpC inh detg 4% and Sm TGR inh -26%.
Screening COc1cccc(C(=O)NCCC2=CCCCC2)c1OC returned TbPYK inhibitor -4%, LmPK inh -5%, AmpC no deterg -15%, HCMV antiviral 43, AMA1 RON2 block 2%, AmpC inh detg inconclusive and Sm TGR inh -8%.
For CC(C)NS(=O)(=O)c1ccc(OCC(=O)Nc2ccc(F)cc2F)cc1 the results were TbPYK inhibitor -12%, LmPK inh 6%, AmpC no deterg -12%, HCMV antiviral 53, AMA1 RON2 block -5%, AmpC inh detg 5% and Sm TGR inh -12%.
`CN1CCCC(C#CC(O)(c2ccccc2)c2ccccc2)C1` (stereo not given) gave TbPYK inhibitor -3%, LmPK inh 2%, AmpC no deterg -12%, HCMV antiviral 35, AMA1 RON2 block 13%, AmpC inh detg 3% and Sm TGR inh 4%.
COc1ccc(C(=O)NCc2ccc(C)cc2)cc1S(=O)(=O)N1CCCC1 was read as TbPYK inhibitor 1%, AmpC no deterg 36%, HCMV antiviral -16, AMA1 RON2 block -5%, AmpC inh detg -6% and Sm TGR inh 0%.
Screening CCC[C@@H]1CCCC/C=C\CCCC(=O)OCCN1C(=O)OC(C)(C)C returned TbPYK inhibitor 1%, AmpC no deterg 32%, HCMV antiviral -2, AMA1 RON2 block 18%, AmpC inh detg 5% and Sm TGR inh -4%.
COc1ccc(C#Cc2cnc3c(c2)C(=O)N([C@H](C)CO)C[C@@H](C)[C@H](CN(C)C(=O)CN(C)C)O3)cc1 was read as TbPYK inhibitor -2%, HCMV antiviral 11 and AMA1 RON2 block -2%.
`CCc1ccccc1NC(=O)CSc1ncc2c(n1)-c1ccccc1N(C)S2(=O)=O` gave TbPYK inhibitor 1%, HCMV antiviral 7, AmpC inh detg -2% and Sm TGR inh 2%.
O=C(Nc1ccccc1)C1CCCN1C(=O)Nc1ccccc1[N+](=O)[O-] (stereo not given) was read as TbPYK inhibitor 1%, LmPK inh -3%, AmpC no deterg -13%, HCMV antiviral -62*, AMA1 RON2 block -1% and AmpC inh detg -10%.
CC1=C(C(=O)Nc2ccccc2)C(c2ccccc2[N+](=O)[O-])NC(=O)N1 (stereo not given) was read as TbPYK inhibitor 0%, LmPK inh -2%, AmpC no deterg -13%[2.29 µM], HCMV antiviral -36, AMA1 RON2 block 0%, AmpC inh detg 1% and Sm TGR inh -33%.
Screening Cc1ccc(COc2ccc(-c3cc(C(F)(F)F)n4nc(C)cc4n3)cc2)cc1 returned TbPYK inhibitor -7%, HCMV antiviral 16, AmpC inh detg -7% and Sm TGR inh -12%.
O=C(O)[C@H]1NC[C@H]2C[C@H]21 was read as TbPYK inhibitor -2%, LmPK inh -5%, AmpC no deterg 1%, HCMV antiviral -23, AMA1 RON2 block -9%, AmpC inh detg 2% and Sm TGR inh -13%.
Screening CC1CCC(NC(=O)CN2C(=O)NC3(CCCCCC3)C2=O)CC1 (stereo not given) returned TbPYK inhibitor 7%, AmpC no deterg -18%, HCMV antiviral 0, AMA1 RON2 block -8%, AmpC inh detg -11% and Sm TGR inh -2%.
`O=C(O)c1cc(NC(=O)c2ccccc2[N+](=O)[O-])ccc1O` gave TbPYK inhibitor 0%, LmPK inh 5%, AmpC no deterg -21%, HCMV antiviral -20, AMA1 RON2 block 12%, AmpC inh detg 3% and Sm TGR inh -13%.
Screening CC(=O)C1=C(C)NC(C)=C(C(C)=O)C1c1ccc(-c2ccccc2Cl)o1 returned TbPYK inhibitor 3%, LmPK inh 1%, AmpC no deterg 37%, HCMV antiviral -8, AMA1 RON2 block 2%, AmpC inh detg -7% and Sm TGR inh 0%.
`COc1cc(NC(=O)c2nn(-c3ccc(C)cc3)c(=O)c3c2c2ccccc2n3C)cc(OC)c1OC` gave TbPYK inhibitor 2%, HCMV antiviral 9, AmpC inh detg -7% and Sm TGR inh -1%.
Cc1ccc(S(=O)(=O)N2CCCCC2)cc1C(=O)NCCCN1CCOCC1 was read as TbPYK inhibitor -8%, LmPK inh -14%, AmpC no deterg 62%[activator], HCMV antiviral 14, AMA1 RON2 block 3%, AmpC inh detg 3% and Sm TGR inh 28%.
For CC1=NN2C(=N)/C(=C\c3cc(C)n(Cc4ccccc4)c3C)C(=O)N=C2S1 the results were TbPYK inhibitor -3%, LmPK inh 2%, AmpC no deterg 3%, HCMV antiviral 13, AMA1 RON2 block 13%, AmpC inh detg -8% and Sm TGR inh -8%.

Not a hit list; about 7.4% have a hit in one of these screens.
